D1 PAM – potentiators of human D1 dopamine receptor | HEK293 TREx D1 cells, calcium flux, dopamine EC20 potentiation | P21728 | actives 0.036% (n = 360,000) | potentiation, % at 10 µM | AID 504651; in the data active means potentiation above about 30%; further: 0% is about no effect
RXFP1 ag – activates the human relaxin receptor RXFP1; Q9HBX9; HEK293T-RXFP1 cAMP TR-FRET, 30 min; response scale: percent of porcine relaxin response, buffer zero; Potency, µM (doses to about 57.5 µM), without a hit: top-dose activation, actives largely listed as activators; actives 0.3% (n = 370,000); AID 2676; active means well fitted activation curve with a large enough effect; further: potency means the concentration at half of the fitted maximal effect; on the % scale 0 is the no-effect control and ±100 the full control effect; nearly all actives have a fitted effect of over 60% in size; many of its hits are not listed in these tables
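Agonist response is measured as cAMP accumulation in an RXFP1-transfected HEK293T line under PDE4 inhibition. Values are scaled between buffer-only and 29 nM porcine relaxin, and EC50s come from standard Hill equation fits.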
D1 agonist – human D1 receptor agonism; P21728; activation, % at 2 µM; actives 1% (n = 360,000); HEK293 T-REx D1 cells, calcium flux, agonist mode; AID 504660; in the data active means activation above about 30%; further: 0% is about no effect
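Inducible HEK293 T-REx D1 cells, force-coupled to calcium signalling, were plated at 4000 cells/well with tetracycline and held overnight at 30 C. After no-wash calcium dye loading, compound-evoked calcium rise over 180 s flagged agonists.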
D2 ag – D2 dopamine receptor (human) agonism. P14416. HEK293 T-REx D2 cells, calcium flux agonist mode. activation, % at 2 µM. actives 0.53% (n = 340,000);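 active means activation over 3 SD above normal in the single-dose calcium agonist read, cut at about 30% in these data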; further: 0% is about no effect
Target sequence (P14416 whole entry, looked up): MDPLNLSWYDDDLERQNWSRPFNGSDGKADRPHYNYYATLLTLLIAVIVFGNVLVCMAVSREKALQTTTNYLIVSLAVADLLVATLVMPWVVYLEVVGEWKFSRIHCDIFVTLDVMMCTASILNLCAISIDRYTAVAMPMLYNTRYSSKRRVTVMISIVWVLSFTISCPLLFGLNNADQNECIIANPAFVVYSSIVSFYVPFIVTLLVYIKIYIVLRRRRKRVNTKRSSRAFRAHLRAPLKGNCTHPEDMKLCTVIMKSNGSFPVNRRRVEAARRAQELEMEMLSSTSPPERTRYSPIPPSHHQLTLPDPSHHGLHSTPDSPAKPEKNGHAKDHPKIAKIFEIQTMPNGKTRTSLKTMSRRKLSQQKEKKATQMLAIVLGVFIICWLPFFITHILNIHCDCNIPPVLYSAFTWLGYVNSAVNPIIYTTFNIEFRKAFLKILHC
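Tetracycline-induced HEK293 Trex cells with D2 receptor force-coupled to calcium signaling, plated overnight at 30 C and loaded with no-wash calcium dye. Calcium flux read kinetically for 180 s after compound addition; responses flag agonists.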
TRHR PAM – TRH receptor (human) allosteric enhancement | AID 493056 | P34981 | actives 0.66% (n = 360,000) | TRHR cells, fluo-8 calcium fluorescence, EC20 TRH enhancement | enhancement, % at 2 µM; in the data active means enhancement above about 30%; further: 0% is about no effect
Target sequence (P34981 whole entry, looked up): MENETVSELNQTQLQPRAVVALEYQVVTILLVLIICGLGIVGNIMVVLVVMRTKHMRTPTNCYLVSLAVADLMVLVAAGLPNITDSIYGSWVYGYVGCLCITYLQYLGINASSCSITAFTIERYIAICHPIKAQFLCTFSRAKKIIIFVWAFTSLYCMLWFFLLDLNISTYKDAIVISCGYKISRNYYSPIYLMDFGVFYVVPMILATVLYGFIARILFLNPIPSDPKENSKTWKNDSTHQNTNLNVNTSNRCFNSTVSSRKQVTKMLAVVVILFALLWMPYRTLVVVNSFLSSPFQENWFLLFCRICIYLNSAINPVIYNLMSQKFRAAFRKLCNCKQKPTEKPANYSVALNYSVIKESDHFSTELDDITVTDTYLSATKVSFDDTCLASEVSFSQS
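TRHR-expressing cells loaded with fluo-8 calcium dye were read kinetically (ex 480/em 530) during compound addition, then stimulated with an EC20 of TRH (10 nM final). Enhancement of the Gq-mediated intracellular calcium response was scored.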
RXFP1 antagonist – RXFP1 (human) relaxin receptor antagonism; Q9HBX9; HEK293-RXFP1, relaxin-stimulated cAMP HTRF, 30 min; active compounds read low; activity change, negative = inhibition, % at 57.5 µM; actives 0.59% (n = 350,000);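 active means activity change of -60% or lower, but not beyond a set lower limit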; further: on the % scale 0 is the no-effect control and ±100 the full control effect
D2 antagonist – antagonizes the human D2 dopamine receptor. inhibition, % at 10 µM. HEK293 TREx D2 cells, calcium flux, dopamine EC80. actives 2% (n = 340,000). P14416. AID 485344; in the data active means inhibition above about 30%; further: 0% is about no effect
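Tetracycline-induced HEK293 T-REx cells expressing D2 force-coupled to calcium signalling were dye-loaded, exposed to compound for 180 s, then challenged with an EC80 of dopamine; calcium flux was followed kinetically for a further 180 s.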
D2 potentiator – positively modulates the human D2 dopamine receptor allosterically | HEK293 T-REx D2, calcium flux, EC20 dopamine potentiation | potentiation, % at 10 µM | actives 0.34% (n = 340,000) | P14416;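 active means potentiation over 3 SD above the plate norm, cut at about 30% in these data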; further: 0% is about no effect
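Tetracycline-induced HEK293 T-REx cells force-coupled to calcium signalling expressed D2; compounds were pin-added after a 10 s baseline, read kinetically 180 s, then an EC20 dopamine challenge followed with a further 180 s calcium read.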
D1 antagonist – antagonists of human D1 dopamine receptor; P21728; HEK293 TREx D1 cells, calcium flux, dopamine EC80; active compounds read low; activity change, negative = inhibition, % at 10 µM; actives 3.2% (n = 360,000); AID 504652; in the data active means activity change below about -30%; further: on the % scale 0 is the no-effect control and ±100 the full control effect
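Using tetracycline-induced force-coupled D1 Hek293 cells and a calcium dye, signals were followed for 180 s after compound, then for 180 s after EC80 dopamine, to detect inhibitors.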
* = called active by the depositor; . = not tested or not shown; & = joins results of further samples; ! = not confirmed by another sample.

#1 COC(=O)c1ccc(Cn2nnc3c(=O)[nH]c(C4CCCN(S(=O)(=O)c5ccccc5Cl)C4)nc32)cc1 (configuration not stated)
#2 COc1ccc(NC(=O)CSc2nnc3c(C)cc4ccccc4n23)cc1
#3 COc1ccc(OCC(=O)N/N=C/C2CC=CCC2)cc1 (configuration not stated)
#4 CC(=O)c1cccc(Nc2c([N+](=O)[O-])c(=O)oc3ccccc23)c1
#5 COc1cc(/C=C/C(=O)OCC(=O)N2CCC(Cc3ccccc3)CC2)ccc1O
#6 Cc1noc(/C=C/c2cccs2)c1S(=O)(=O)N1CCC(C(=O)NCCCN2CCC(C)CC2)CC1
#7 O=C(COc1ccc(S(=O)(=O)N2CCCC2)cc1)NCc1ccccn1
#8 CCC(C)n1[nH]c(=O)c2c(C)cc(C)nc21 (configuration not stated)

screen / no.,1,2,3,4,5,6,7,8
D1 PAM,6&0,0,-2,-1,7,-5,.,-3
RXFP1 ag,-1.1%&-0.6%,-2.4%,-0.5%,12%,-2.0%,1.1%,0.2%,0.5%
D1 agonist,1&1,7,3,6,5,4,12,3
D2 ag,1.5&0.0,0.9,0.1,-1.2,1.3,0.7,-0.1,-1.4
TRHR PAM,30*!,-9,6,4,5,2,12,3
RXFP1 antagonist,-8&-9,-2,-4,10,-26,0,-11,-2
D2 antagonist,-3,.,1,-3,-8,8,0,-6
D2 potentiator,4&-16,-7,1,10,-4,-13,4,1
D1 antagonist,4&-1,-12,0,17,7,-11,4,1

#9 COc1cccc(NC(=O)Cn2cc(C#N)c3ccccc32)c1
#10 NNC(=O)CNc1cccc(Br)c1
#11 CC(C)Cc1nc2oc3c(N4CCN(CCO)CC4)ncnc3c2c2c1CCCC2
#12 CCc1ccc(C2=NN(S(C)(=O)=O)C(c3cccs3)C2)cc1 (configuration not stated)
#13 CNS(=O)(=O)c1cccc(C(=O)OCc2cc(=O)n3cc(Br)ccc3n2)c1
#14 CC1Cc2cc(-c3csc(NC(=O)Cc4ccccc4)n3)ccc2N1S(C)(=O)=O (configuration not stated)
#15 Cc1ccc(CNC(=O)Nc2ccc(OC(F)(F)F)cc2)n1C
#16 O=C(N/N=C/c1ccccc1OC(F)F)c1cc(-c2ccncc2)nc2ccccc12

screen / no.,9,10,11,12,13,14,15,16
D1 PAM,-6,-1,5,2,-3,-2,2,-2
RXFP1 ag,2.6%,2.3%,0.2%,0.4%,10%,-0.2%,2.7%,2.2%
D1 agonist,5,1,-2,8,4,8,5,-4
D2 ag,-1.5,-0.7,-1.4,1.7,0.0,0.5,-0.2,0.5
TRHR PAM,-5,1,-2,-1,1,1,-5,-6
RXFP1 antagonist,-2,10,-6,-3,-1,6,-3,21
D2 antagonist,9,-15,-31,-2,-9,4,-10,11
D2 potentiator,-8,-6,-5,11,1,6,-2,1
D1 antagonist,3,1,9,-3,-7,-4,-1,-4

Ordered by molar mass (low to high): part of the list above.
#8 CCC(C)n1[nH]c(=O)c2c(C)cc(C)nc21 (configuration not stated)
#9 COc1cccc(NC(=O)Cn2cc(C#N)c3ccccc32)c1
#12 CCc1ccc(C2=NN(S(C)(=O)=O)C(c3cccs3)C2)cc1 (configuration not stated)
#7 O=C(COc1ccc(S(=O)(=O)N2CCCC2)cc1)NCc1ccccn1
#5 COc1cc(/C=C/C(=O)OCC(=O)N2CCC(Cc3ccccc3)CC2)ccc1O
#11 CC(C)Cc1nc2oc3c(N4CCN(CCO)CC4)ncnc3c2c2c1CCCC2
#16 O=C(N/N=C/c1ccccc1OC(F)F)c1cc(-c2ccncc2)nc2ccccc12
#13 CNS(=O)(=O)c1cccc(C(=O)OCc2cc(=O)n3cc(Br)ccc3n2)c1
#6 Cc1noc(/C=C/c2cccs2)c1S(=O)(=O)N1CCC(C(=O)NCCCN2CCC(C)CC2)CC1

screen / no.,8,9,12,7,5,11,16,13,6
D1 PAM,-3,-6,2,.,7,5,-2,-3,-5
RXFP1 ag,0.5%,2.6%,0.4%,0.2%,-2.0%,0.2%,2.2%,10%,1.1%
D1 agonist,3,5,8,12,5,-2,-4,4,4
D2 ag,-1.4,-1.5,1.7,-0.1,1.3,-1.4,0.5,0.0,0.7
TRHR PAM,3,-5,-1,12,5,-2,-6,1,2
RXFP1 antagonist,-2,-2,-3,-11,-26,-6,21,-1,0
D2 antagonist,-6,9,-2,0,-8,-31,11,-9,8
D2 potentiator,1,-8,11,4,-4,-5,1,1,-13
D1 antagonist,1,3,-3,4,7,9,-4,-7,-11

Carrying on.
#17 COc1ccc(Nc2nc(C#N)nc(NC3CCCC3)n2)cc1
#18 CC1CCN(c2nn3c(=O)c(C(=O)NCc4ccc(Cl)cc4)cnc3s2)CC1
#19 O=C(N/N=C/c1cc(Br)c(O)c(Br)c1)c1cccc(C(F)(F)F)c1
#20 Cc1ccnc(NC(=O)C(C)N2C(=O)c3ccccc3C2=O)c1 (configuration not stated)
#21 Cc1ccc(NC(=O)CN2C(=O)S/C(=C\c3ccc(C(=O)O)cc3)C2=O)cc1
#22 CCCCCOC(=O)CSc1nnc(-c2cc(OC)c(OC)c(OC)c2)o1
#23 Cc1ccc(S(=O)(=O)NCC(=O)N(CC(=O)NCc2ccco2)Cc2cccs2)cc1
#24 Cc1ccc(OCC(=O)NNC(=O)Cn2nnc(-c3ccccc3)n2)cc1

screen / no.,17,18,19,20,21,22,23,24
D1 PAM,-1,-1,0,-4,-1,6,-7,-4
RXFP1 ag,.,-0.2%,0.3%,1.6%,1.1%,2.6%,3.0%,1.0%
D1 agonist,0,3,-1,4,0,-4,1,1
D2 ag,.,-0.1,-1.1,-0.4,2.0,-0.4,-0.7,2.1
TRHR PAM,-1,-1,12,-1,1,3,0,-2
RXFP1 antagonist,.,1,.,-9,3,3,6,-1
D2 antagonist,.,.,12,-8,-5,-7,4,5
D2 potentiator,.,2,1,1,-1,-2,1,-1
D1 antagonist,-36*,4,-3,-3,6,0,16,21

#25 O=C1c2oc3ccc(Cl)cc3c(=O)c2C(c2ccccn2)N1CCCN1CCOCC1 (configuration not stated)
#26 Cc1[nH]c2ccccc2c1C(O)c1ccncc1 (configuration not stated)
#27 Cn1c(SCC(=O)NC2CC2)nnc1-c1ccccc1Cl
#28 C=C1CCN(Cc2ccccc2)S(=O)(=O)c2ccccc21
#29 O=C(NCc1ccncc1)C(=O)NCC1OCCN1S(=O)(=O)c1ccc(Br)cc1 (configuration not stated)
#30 COCc1nc(-c2ccc(-c3ccc(OC)cc3)nc2OC)no1
#31 CC1CCCCN1C(=O)Cn1nnc(-c2cccnc2)n1 (configuration not stated)
#32 COc1ccc(C(=O)N/C(=C\c2cn(C)c3ccccc23)C(=O)N2CCN(C)CC2)cc1

screen / no.,25,26,27,28,29,30,31,32
D1 PAM,-6,-10,5,-10,4,-2,-5,-3
RXFP1 ag,1.9%,-0.9%,0.1%,-1.8%,0.5%,-1.3%,-0.5%,-0.9%
D1 agonist,3,1,0,1,0,3,2,2
D2 ag,-0.3,2.4,0.5,0.9,0.0,.,0.9,0.4
TRHR PAM,-12,-1,-4,-7,-8,0,3,0
RXFP1 antagonist,5,1,-2,.,-1,.,3,-4
D2 antagonist,1,-11,-1,28,24,.,32*,-22
D2 potentiator,-15,5,6,-7,1,.,-2,-6
D1 antagonist,-5,-17,3,-4,-23,-15,12,5

#33 COc1cccc(N2CC(NC(=O)COc3ccc4ccccc4c3)CC2=O)c1 (configuration not stated)
#34 S=C(NCCCN1CCOCC1)Nc1ccc(Cl)cc1
#35 COc1ccc(C(=O)/C(=C\c2sccc2C)c2nc3ccccc3o2)cc1
#36 COc1cc(C(=O)NCC(c2cccnc2)N2CCN(c3ccc(F)cc3)CC2)cc(OC)c1OC (configuration not stated)
#37 CS(=O)(=O)N(CC(=O)N1CCCCCC1)c1ccc(Cl)cc1
#38 CCOP(=O)(OCC)C(NC(=O)c1ccc(OC)c(OC)c1)c1ccccc1 (configuration not stated)
#39 COc1ccc2c(c1)C(=O)OC2CC(=O)O (configuration not stated)
#40 COCCN(C(=O)COC(=O)C1(c2ccccc2)CC1)c1c(N)n(CC(C)C)c(=O)[nH]c1=O

screen / no.,33,34,35,36,37,38,39,40
D1 PAM,1,7,-3,0&-2,-3,-1,13,1
RXFP1 ag,-1.0%,-0.5%,0.0%,0.7%&-2.2%,-2.4%,1.7%,-1.3%,0.7%
D1 agonist,-1,3,1,2&23,1,3,1,3
D2 ag,-0.8,1.1,-1.0,0.9&-1.3,0.5,0.4,-0.6,1.2
TRHR PAM,1,-1,5,-5&0,0,-1,6,-4
RXFP1 antagonist,-12,-1,.,-5&-22,2,-3,-7,1
D2 antagonist,.,1,8,5,12,-9,-12,11
D2 potentiator,7,-3,18,-4&0,-1,-16,0,-7
D1 antagonist,.,-6,-20,-5&-3,5,-3,-1,6

#41 C=CC[C@H]1CC(Cc2ccccc2)=C[C@H](CC=C)N1
#42 CC1CCCN(c2cc(N(C)CCO)c([N+](=O)[O-])c3nonc23)C1 (configuration not stated)
#43 CN(C)S(=O)(=O)Nc1ccccc1F
#44 CCOc1ccc(S(=O)(=O)N2CCN(C)CC2)cc1NC(=O)c1ccccc1F
#45 C=CCN1C(=O)CSc2ccc(C(=O)NCc3ccco3)cc21
#46 Cc1cc(C)c(S(=O)(=O)NCc2cn3ccccc3n2)c(C)c1
#47 C/C(O)=c1/ccc2cccc3nc(C)nc1c23
#48 O=S(=O)(c1ccccc1Cl)N1CCCC(c2nc(-c3cccnc3)no2)C1 (configuration not stated)
#49 COc1ccccc1Nc1nc(N)nc(CCl)n1
#50 CC(=O)c1cc2c(cc1NC(=O)c1cnn(-c3ccc(C)cc3)c1-n1cccc1)OCO2

screen / no.,41,42,43,44,45,46,47,48,49,50
D1 PAM,-6,-6,-4,-7,-3,-2,4,-8,-2,0
RXFP1 ag,-0.7%,5.9%,0.8%,0.7%,-0.5%,-0.1%,0.7%,2.1%,-10%,-0.5%
D1 agonist,5,-1,1,1,1,6,47*,2,0,0
D2 ag,4.2,-0.3,-2.1,3.6,-0.1,0.1,7.2,.,-1.5,1.4
TRHR PAM,-1,0,-2,8,-3,-3,-1,2,-4,11
RXFP1 antagonist,-17,-3,-18,-13,11,10,-2,-8,-18,10
D2 antagonist,-2,-7,11,-52,-1,-7,-2,.,-3,.
D2 potentiator,4,40*,-7,-5,12,-4,5,.,5,0
D1 antagonist,-2,9,7,-4,9,10,-1,1,10,-4

Screening data from PubChem.

Only part of the results is shown, so the mix of outcomes need not match the whole.
